High-throughput results: PubChem BioAssay, several laboratories
MC4R barr agon: activates human MC4R beta-arrestin recruitment | P32245 | U2OS MC4R beta-arrestin complementation, luminescence; percent of melanotan II response, DMSO zero | activation, % at 8.9 µM | hit rate 0.98% among 360,000;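 active = activation above a per-plate cutoff, the mean activation of sample wells on that plate plus 3 SD, cut at about 8% in these data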
Target sequence (P32245 whole entry, looked up): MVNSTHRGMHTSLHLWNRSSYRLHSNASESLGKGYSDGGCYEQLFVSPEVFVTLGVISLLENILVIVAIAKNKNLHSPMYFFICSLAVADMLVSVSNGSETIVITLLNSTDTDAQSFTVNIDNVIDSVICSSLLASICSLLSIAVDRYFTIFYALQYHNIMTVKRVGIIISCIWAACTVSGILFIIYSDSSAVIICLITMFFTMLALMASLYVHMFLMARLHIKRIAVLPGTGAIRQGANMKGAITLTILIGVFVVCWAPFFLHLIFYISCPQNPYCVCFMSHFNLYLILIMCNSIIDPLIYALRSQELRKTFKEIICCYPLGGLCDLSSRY
HTR2A ag: agonists of mouse serotonin 5-HT2A receptor (HTR2A) | P35363 | CHO-K1 mHTR2A beta-arrestin complementation, luminescence; percent of 30 µM serotonin response | activation, % at 7.6 µM | hit rate 0.66% among 360,000;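 active = activation above a run cutoff, the mean activation of all tested compounds plus 3 SD, cut at about 14% in these data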;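 also: 0% = plate median of compound wells and 100% = 30 µM serotonin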
Target sequence (P35363 whole entry, looked up): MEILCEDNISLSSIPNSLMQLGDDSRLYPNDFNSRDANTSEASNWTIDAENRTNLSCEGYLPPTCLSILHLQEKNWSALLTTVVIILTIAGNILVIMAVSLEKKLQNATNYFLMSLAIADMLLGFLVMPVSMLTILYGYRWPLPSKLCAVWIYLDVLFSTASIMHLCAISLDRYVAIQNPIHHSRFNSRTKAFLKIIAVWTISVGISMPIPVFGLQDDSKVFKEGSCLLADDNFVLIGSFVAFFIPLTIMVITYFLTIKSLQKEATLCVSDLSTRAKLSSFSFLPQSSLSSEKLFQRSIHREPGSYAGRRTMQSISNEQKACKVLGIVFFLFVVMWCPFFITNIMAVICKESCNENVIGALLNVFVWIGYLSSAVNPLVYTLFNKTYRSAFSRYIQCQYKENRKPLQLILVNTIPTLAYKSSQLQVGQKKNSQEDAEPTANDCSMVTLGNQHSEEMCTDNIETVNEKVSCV
N-glyco inh: N-linked glycosylation inhibition. D54 ERlucT glycosylation luciferase reporter, 24 h; percent of 100 nM tunicamycin response. reporter increase, % at 12.5 µM. hit rate 0.23% among 360,000;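 active = mean luciferase reporter signal, scaled so untreated is 0 and the glycosylation-blocking control 100, at or above a set limit in every replicate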;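 also: luciferase carries N-glycosylation sites so blocking glycosylation raises the light; 0% = median of neutral control wells and 100% = median of 100 nM tunicamycin wells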
CaV13 ICDI inh: Primary screen for inhibitors of IQ motif and Ca2+-dependent inactivation inhibitor domain binding in CACNA1D, Förster resonance energy transfer in living cells, …; HEK cells, CFP/YFP FRET ICDI-IQ, plate reader, 10 min; percent FRET-ratio fall versus neutral wells; inhibition, % at 12.3 µM; hit rate 0.098% among 340,000; AID 743397;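 active = mean replicate inhibition of at least 30% and at least 1% of replicates passing that level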;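 also: 0% = median of the neutral control wells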
MC4R antag cAMP: human MC4R antagonism in cAMP assay; hit rate 0.48% among 360,000; AID 540295; P32245; inhibition, % at 6.5 µM; MC4R-expressing cells, MTII-stimulated cAMP, LANCE TR-FRET;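 active = inhibition above its plate's cutoff, the mean of tested wells on that plate plus 3 SD, cut at about 29% in these data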;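 also: 0% = Melanotan II alone and 100% = Melanotan II plus saturating MCL0020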
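Assay system: human MC4R-expressing U2OS cells; reagent: Melanotan II stimulation of cells; dosing: 6.5 µM single dose; timing: compound 30 min, challenge 1 h, detection 1 h; signal: TR-FRET cAMP assay; replicates: one well per compound, no replicates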
Cardio protect: myocardial damage modulation in H9c2 cells; H9c2 cardiomyocytes, H2O2 injury protection, ATPLite, 2 h; protection from H2O2 cell death, % at 20 µM; hit rate 0.63% among 360,000;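 active = compounds giving at least 50% protection of heart cells from peroxide-induced death in the single-dose screen, raw or plate-pattern-corrected value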;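 also: 0% = DMSO wells with peroxide and 100% = DMSO wells without peroxide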
ABCB6 inh 2: human ABCB6 transporter inhibition; K562-ABCB6 porphyrin accumulation, flow cytometry, 1 h; active compounds read low; fluorescence ratio to DMSO, % at 10 µM; hit rate 0.19% among 360,000;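 active = fluorescence ratio to DMSO below 75%, the collection mean minus 3 SD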;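 also: signal is porphyrin accumulated inside mitochondria; 100% equals median channel fluorescence of DMSO control wells; lower ratio means ABCB6 inhibition with less porphyrin fluorescence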
Vif imaging: blocks HIV Vif function | HEK293T cells, Vif self-association by quenched fluorescence, imaging, 24 h | inhibition, % at 7.49 µM | hit rate 0.35% among 340,000 | AID 602346; in the data active = inhibition above about 50%, passing the limit was not always enough; also: some results filed as inactive read as strong as hits
PDI inh: blocks human protein disulfide isomerase activity | hit rate 0.052% among 350,000 | inhibition, % at 10 µM | PDI insulin aggregation turbidity, A650, 90 min | P07237 | AID 588391;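 active = mean inhibition across replicates of 30% or more, whatever share of single replicates reach that level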;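 also: absorbance from insulin aggregation driven by PDI reduction with DTT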
aDG glyco act: alpha-DG glycosylation activation. Pro5-aDG cells, alpha-DG glycosylation AlphaScreen (IIH6); 0% Pro5, 100% B10-LARGE cell signal. activation, % at 10 µM. hit rate 0.22% among 360,000;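 active = activation of at least 8% versus controls, or a plate z-score of at least 8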;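 also: Pro5 are CHO cells carrying HIG-tagged alpha-DG that lacks glycosylation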
The depositor's hits bear a star; . = no result given. An unsorted share of the library; overall some 3.6% were active at least once.

Structure	Cardio protect	MC4R antag cAMP	HTR2A ag	aDG glyco act	Vif imaging	PDI inh	ABCB6 inh 2	CaV13 ICDI inh	N-glyco inh	MC4R barr agon
CC(OC(=O)c1ccc(NC(=O)CC#N)cc1)C(=O)Nc1ccc(S(=O)(=O)N2CCCC2)cc1 (stereo not drawn)	-5.7	4.0	-3.0	-0.3	-7.1	0.2	96.0	-9.4	-3.6	-1.6
CCOC(=O)C1CCN(C(=O)c2cc3cc4cc(OC)ccc4nc3o2)CC1	12.9	-1.9	0.0	0.0	-4.9	16.8	95.0	.	0.6	-2.9
CN1CCC(NC(=O)CCc2ccccc2)CC1	-0.7	9.7	-3.4	-0.1	-2.0	3.7	100.0	-21.8	-0.1	0.4
CN(CC(=O)Nc1cccc(F)c1)C(=O)CCNC(=O)c1ccco1	0.6	3.8	6.5	-0.1	-8.0	-4.5	103.0	-4.5	1.2	-0.4
CCOC(=O)C1CCN(S(=O)(=O)c2ccc(OC)c(OC)c2)CC1	1.5	11.6	-0.4	-0.1	-1.9	2.2	102.0	-7.1	1.1	-0.3
CC1(C)OC(=O)C(=C2CCCN2)C(=O)O1	5.8	0.1	0.1	0.1	24.4	-4.7	97.0	.	0.8	-0.4
CCOc1ccc(N(C)S(=O)(=O)c2c[nH]c(C(=O)OC)c2)cc1	2.3	1.3	4.7	-0.2	1.8	12.0	97.0	-6.3	0.8	-0.5
COCC(C)NC(=O)c1cc(-c2cccc(OC)c2)on1 (stereo not drawn)	-1.5	2.8	-4.9	0.0	-1.4	-2.9	102.0	-6.8	1.2	-0.5
COc1ccc(CCNC(=O)C(=O)NCC2OCCN2C(=O)c2ccc(Cl)cc2)cc1 (stereo not drawn)	19.4	4.3	1.2	-0.3	-0.6	-5.9	89.0	.	-0.3	-2.3
CCCCC(=O)Nc1ccc(NC(=O)CCCC)nc1	2.3	9.9	3.9	0.0	7.8	6.7	87.0	-1.5	3.7	-2.5

Only Cardio protect, MC4R antag cAMP and CaV13 ICDI inh (2 entries from above):
| Compound | Cardio protect | MC4R antag cAMP | CaV13 ICDI inh |
| --- | --- | --- | --- |
| CN(CC(=O)Nc1cccc(F)c1)C(=O)CCNC(=O)c1ccco1 | 0.6 | 3.8 | -4.5 |
| CC1(C)OC(=O)C(=C2CCCN2)C(=O)O1 | 5.8 | 0.1 | . |

Additional results
Structure	Cardio protect	MC4R antag cAMP	HTR2A ag	aDG glyco act	Vif imaging	PDI inh	ABCB6 inh 2	CaV13 ICDI inh	N-glyco inh	MC4R barr agon
Cc1cc(OCn2ccc(C(=O)O)n2)ccc1Cl	-0.1	9.1	-0.1	0.0	10.3	-2.9	104.0	.	0.6	-3.6
CCSc1nc2c(c(=O)[nH]1)C(c1cccnc1)C(C(=O)OC)=C(C)N2 (stereo not drawn)	-2.0	-1.5	-0.9	-0.2	-1.8	-1.0	100.0	-5.1	0.1	-1.5
O=C(N/N=C/c1ccc(N2CCOCC2)c([N+](=O)[O-])c1)c1ccc(F)cc1	6.5	0.3	2.3	1.9	4.1	-6.4	89.0	3.3	-1.8	-2.2
CCN1CCN(C(=O)CS(=O)(=O)Cc2nc(-c3cccc(OC)c3)oc2C)CC1	0.9	-3.4	-2.9	0.0	-4.0	-11.3	101.0	-7.0	-0.2	-1.4
c1ccc(-c2noc(CN3CCCC(OCc4ccccn4)C3)n2)cc1 (stereo not drawn)	4.9	31.1*	5.3	-0.1	-2.1	3.1	97.0	-4.9	2.0	0.0
CCCCN(C(=O)C1=CC=CN2CCS(=O)(=O)N=C12)c1ccccc1	0.9	-0.2	-4.8	-0.4	19.2	36.6*	95.0	-5.8	0.3	3.8
COc1ccccc1CNC(=O)CNC(=O)[C@@H]1Cc2ccccc2CN1	4.2	7.6	-6.2	-0.2	10.2	-0.8	97.0	-14.5	1.0	-2.6
CC1=CC(=O)O[C@@H]1[C@@]1(C)C[C@H]2OC(=O)C[C@H]3[C@@H](C)C(=O)C(O)=C1[C@@]23CO	-0.7	3.5	4.8	0.0	-3.8	.	102.0	.	0.3	-0.5
CNc1ccccc1C(=O)OCC(=O)c1ccccc1	-6.7	-0.4	1.1	-0.1	0.9	-4.1	94.0	.	3.3	-2.0
COc1ccc(CCNC(=O)COc2ccc(S(=O)(=O)N3CCOCC3)cc2)cc1	-2.2	0.3	1.4	-0.1	-3.1	9.3	102.0	-7.0	-2.6	-0.9
CC[C@H](C)[C@@H](N)C(=O)NC[C@H]1O[C@@H](n2cnc3c(=O)[nH]c(N)nc32)[C@H](O)[C@@H]1O	2.3	.	0.6	0.2	.	.	104.0	-3.3	2.1	.
CC(=O)N(C)c1nnc(-c2ccccn2)s1	5.6	7.2	1.0	0.5	5.6	-3.9	102.0	-5.2	-0.3	-2.3
CC(NC(=O)C(C)N1C(=O)C2C3CC(C(Br)C3Br)C2C1=O)c1ccccc1 (stereo not drawn)	-0.1	2.0	-0.3	0.4	3.3	-41.0	97.0	-5.4	0.0	1.2
Cc1nc2ncnn2c(C)c1Cc1ccc(Cl)cc1F	7.5	4.3	2.9	0.2	0.2	6.0	93.0	-6.5	1.1	-1.1
O=S(=O)(NCCn1cccc1)c1ccc2ccccc2c1	-8.1	18.2	-0.9	-0.5	15.6	-6.6	104.0	-4.9	2.0	-3.7
O=C(Cc1cccc(NC(=O)C2CCCN(C(=O)C3CC3)C2)c1)Nc1cccc(C(=O)N2CCCC2)c1 (stereo not drawn)	6.3	-3.9	6.2	-0.2	-1.9	-3.4	95.0	-11.6	2.9	-1.3
CCN1CCN(C(=O)c2ccc(Cl)c(S(=O)(=O)N3CCCCC3)c2)CC1	2.5	-2.2	-0.6	0.1	-1.1	21.5	104.0	.	-1.0	-0.8
CCc1noc(C)c1C(=O)NCCc1ccc(Cl)cc1	-1.6	5.3	7.9	0.3	6.1	8.5	99.0	-6.3	-1.2	-0.6
CCCCOc1ccc(CN(CCO)CCO)cc1[N+](=O)[O-]	-5.2	0.5	4.8	-0.2	4.9	-7.5	105.0	5.2	-1.6	6.4
COc1ccc2oc(=O)c(/C(N)=N/NC(=O)c3ccncc3)cc2c1	7.6	-3.3	0.8	-0.1	24.7	-6.3	104.0	-18.1	0.1	-2.3
Cc1ccccc1C(=O)c1c[nH]c(C(=O)NCCc2ccccn2)c1	-2.3	2.3	1.0	0.0	-2.2	-8.1	95.0	0.2	-2.8	-1.6
CCOC(=O)CSc1nnc(CNC(=O)c2ccc(OC)cc2OC)n1C	6.0	2.5	1.2	-0.1	14.0	-5.1	101.0	-3.1	0.5	-0.2
Cc1ccc2cccc(OCCOCCOc3ccccc3Br)c2n1	-1.9	13.4	-5.3	0.2	2.3	9.9	92.0	-2.5	1.6	0.0
COc1ccc(C(C(=O)NC(C)(C)C)N(Cc2ccc(F)cc2)C(=O)CCC(=O)Nc2cc(C)on2)cc1 (stereo not drawn)	6.6	4.5	-0.3	-0.1	-8.0	10.5	96.0	-4.1	-0.8	0.4
CC(=O)c1cccc(S(=O)(=O)Nc2cc(C(F)(F)F)ccc2N2CCOCC2)c1	11.0	8.0	-10.9	0.0	-5.1	-4.1	97.0	-2.5	-0.1	-0.8
CCN(CC(=O)NCc1cccs1)C(=O)/C=C/c1cc(OC)ccc1OC	6.4	4.2	-0.6	3.1	-20.8	5.9	100.0	-5.0	-0.5	-2.3
Cc1nc(=O)c(-c2ccccc2)c(C)n1CCO	-1.1	7.1	3.4	-0.1	-5.8	11.6	99.0	-5.1	1.8	0.8
COc1ccc(-c2nc3c(c4nnc(SC(C)C(=O)Nc5ccccc5)n24)COC(C)(C)C3)cc1 (stereo not drawn)	3.9	14.0	5.8	-0.2	8.1	3.7	103.0	-4.4	2.3	-1.7
CC(C)(C)c1ccc(S(=O)(=O)N2CCN(c3ccccn3)CC2)cc1	-4.8	13.2	-0.7	-0.3	1.4	2.1	105.0	-2.9	-3.0	-0.5
C/C(=N\Nc1nc(Nc2ccccc2)nc(N2CCOCC2)n1)c1cccs1	8.6	1.6	-9.6	0.0	.	5.4	99.0	10.3	-9.5	-1.1
COc1ccc(-c2nnc(SCc3ncc(-c4ccccc4)o3)o2)cc1	-2.8	1.8	1.0	0.1	-5.7	-1.3	95.0	-6.5	0.7	5.6
N#CC/C(N)=N/Nc1nc2ccccc2nc1Cc1ccccc1	25.2	-3.5	0.9	-0.3	-5.1	-4.1	149.0	-9.2	-0.8	-1.4
C=CCOc1c(CNc2ccc(C(=O)O)cc2)cccc1OCC	1.9	7.0	1.1	0.4	1.7	13.7	98.0	-4.7	3.0	-0.7
CCCN1CCN(C(=O)c2cn(CC(C)C)c(=O)c3cc(OC)c(OC)cc23)CC1	-2.2	10.9	2.0	-0.1	-1.2	-7.7	102.0	-4.9	1.5	1.1
Nc1nc(SCc2ccc(Cl)cc2)[nH]c(=O)c1-c1ccccc1	-8.2	-5.4	-1.1	1.1	-1.6	-19.1	94.0	-4.6	-0.4	2.0
COc1ccc(C(=O)NCCCn2nc(C)cc2C)cc1S(=O)(=O)N1CCOCC1	7.2	3.2	-2.1	0.1	-1.2	-8.2	104.0	-6.5	0.0	1.6
CCCCn1c(SC(C)C(N)=O)nc2cc(C(=O)OC)ccc2c1=O (stereo not drawn)	1.0	1.8	6.5	-0.1	.	-3.3	95.0	.	5.7	-0.4
CCOC(=O)c1ccc(NC(=O)CCNc2c(N3CCCC3)c(=O)c2=O)cc1	-2.7	-5.5	0.5	-0.2	3.4	15.7	91.0	-5.1	-2.1	-1.7
